NadD inh: inhibitors of S. aureus NadD, primary screen, biochemical, colorimetric, uHTS | Nicotinate-nucleotide adenylyltransferase NadD (Staphylococcus aureus N315) | purified NadD enzyme, colorimetric absorbance read-out | inhibition, % at 20 µM | 360,000 tested, 0.78% active; in the data active = inhibition above about 26%; note: some compounds past the cut are filed as inactive
SKN-1 inh: suppressors of acrylamide-induced Pgst-4::GFP reporter in worms, primary screen, SKN-1 inhibitor project, whole organism, uHTS, GFP/RFP fluorescence ratio, strain VP596 | C. elegans VP596 Pgst-4::GFP/RFP ratio, 24 h | inhibition, % at 21.8 µM | 360,000 tested, 0.49% active;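 active = interference check ratio from 0.5 to 1.5 plus GFP to RFP signal ratio inhibition reaching or exceeding a fixed threshold, cut at about 30% in these data, passing the limit was not always enough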; note: some compounds called inactive have numbers as strong as hits
Neddyl block: inhibitors of cullin neddylation, primary screen, biochemical, TR-FRET, uHTS, NAE and Ubc12 | NEDD8-conjugating enzyme Ubc12 (Homo sapiens) + NEDD8-activating enzyme E1 regulatory … | calls only at 25 µM | 360,000 tested, 0.58% active; in the data active = inhibition above about 36%
Rin1-Abl PPI inh: inhibitors of Rin1-Abl protein binding, primary screen, biochemical, TR-FRET. Tyrosine-protein kinase ABL1 (Homo sapiens) + Ras and Rab interactor 1 (Homo sapiens), …. inhibition, % at 7.35 µM. 360,000 tested, 0.4% active. AID 588664, 2011; in the data active = inhibition above about 5%, passing the limit was not always enough
CSN inh: inhibitors of CSN-mediated cullin deneddylation, primary screen, biochemical, fluorescence polarization, uHTS | COP9 signalosome complex subunit 5 (Homo sapiens), Q92905 | Purified CSN, SCF-Nedd8-OG deneddylation | inhibition, % at 12.5 µM | 360,000 tested, 0.38% active;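 active = pattern-corrected inhibition above about 35%, with an unprinted fluorescence ratio check between 0.5 and 1.5, limit read from the data, passing the limit was not always enough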;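 note: 0% = enzyme with substrate and 100% = substrate without enzyme; some results filed as inactive read as strong as hits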
Target sequence (Q92905 whole entry, looked up, one chain of several): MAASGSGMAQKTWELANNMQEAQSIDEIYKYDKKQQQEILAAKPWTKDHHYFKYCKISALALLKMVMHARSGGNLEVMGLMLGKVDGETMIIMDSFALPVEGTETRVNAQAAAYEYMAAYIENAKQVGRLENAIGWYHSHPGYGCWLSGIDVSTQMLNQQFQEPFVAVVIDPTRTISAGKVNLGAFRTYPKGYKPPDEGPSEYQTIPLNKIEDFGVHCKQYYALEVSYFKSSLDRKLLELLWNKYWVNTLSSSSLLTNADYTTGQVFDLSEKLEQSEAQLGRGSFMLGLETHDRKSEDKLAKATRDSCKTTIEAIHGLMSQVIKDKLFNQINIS
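Assay system: purified human Csn5 enzyme expressed in HEK293T cells; Input: 0.24 nM Csn5 enzyme, final concentration; Reagent: 10 nM SCFSkp2-Nedd8OG; Compound dosing: 12.5 µM single point; Times: reaction 90 min, room temperature; Technique: fluorescence polarization readout.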
MLLE-PAM2 inh: inhibitors of PABP1 MLLE–PAM2 peptide binding, primary screen, biochemical, fluorescence polarization, FITC-PAM2, GST-MLLE; Polyadenylate-binding protein 1 (Homo sapiens), P11940; inhibition, % at 20 µM; 360,000 tested, 0.36% active; AID 588489, 2011; in the data active = inhibition above about 35%, passing the limit was not always enough;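 note: plate controls were DMSO wells with GST-MLLE for no effect and wells lacking GST-MLLE protein for full effect; some results filed as inactive read as strong as hits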
Target sequence (P11940 whole entry, looked up): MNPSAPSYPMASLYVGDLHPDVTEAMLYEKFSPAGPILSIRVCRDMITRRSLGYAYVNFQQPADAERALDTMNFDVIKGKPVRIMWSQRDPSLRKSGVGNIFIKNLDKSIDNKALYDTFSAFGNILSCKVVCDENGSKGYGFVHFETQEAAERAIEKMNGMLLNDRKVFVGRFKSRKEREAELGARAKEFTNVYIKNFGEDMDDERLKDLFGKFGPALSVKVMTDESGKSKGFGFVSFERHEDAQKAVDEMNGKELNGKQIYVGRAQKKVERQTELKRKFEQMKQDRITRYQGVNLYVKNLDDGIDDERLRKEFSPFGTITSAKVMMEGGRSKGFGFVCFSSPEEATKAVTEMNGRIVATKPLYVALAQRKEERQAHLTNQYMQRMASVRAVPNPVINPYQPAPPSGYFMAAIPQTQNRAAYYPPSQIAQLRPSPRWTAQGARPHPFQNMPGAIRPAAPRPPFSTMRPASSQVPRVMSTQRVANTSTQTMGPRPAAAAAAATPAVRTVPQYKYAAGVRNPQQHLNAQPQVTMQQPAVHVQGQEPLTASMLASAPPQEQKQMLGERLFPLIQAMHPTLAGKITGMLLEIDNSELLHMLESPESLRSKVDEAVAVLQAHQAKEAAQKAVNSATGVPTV
FAS TE block: FAS thioesterase domain inhibitors, primary screen, biochemical, fluorescence intensity, uHTS | inhibition, % at 15 µM | 360,000 tested, 0.67% active | Fatty acid synthase (Homo sapiens), P49327 | AID 602261, 2012 | recombinant FAS-TE, OMFH fluorogenic substrate, fluorescence endpoint;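 active = compounds whose normalised, plate-corrected inhibition of enzyme fluorescence in the single-dose primary screen is 50% or more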;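 note: 0% = DMSO with enzyme and 100% = substrate without enzyme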
MT1-MMP act inh: blockers of MT1-MMP proenzyme processing, primary screen, HT1080 RFP-PRO-GFP cells, GFP/RFP fluorescence | GFP/RFP ratio fluorescence, overnight; percent of plate control window, DMSO zero | GFP/RFP ratio change, % at 20 µM | 360,000 tested, 0.061% active | AID 651647, 2012;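 active = GFP/RFP ratio change of at least 30% with cell ATP level not reduced by more than half and red fluorescence within 50% of control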; note: strong numbers were not always called active
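Assay system – RFP-PRO-GFP reporter HT1080 cells · Compound dosing – single dose of 20 µM compound, 1% DMSO final · Incubation – overnight compound exposure at 37 °C · Measure – GFP/RFP fluorescence ratio · Benchmarks – DMSO wells and RFP-L50D-GFP cells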
Rpn11 inh: Rpn11 (PSMD14) deubiquitinase inhibitors, primary screen, biochemical, fluorescence polarization, uHTS; human 26S proteasome, Ub4-pepOG fluorescence polarization; 20S core pre-blocked with epoxomicin; calls only at 20 µM; 360,000 tested, 0.59% active; AID 588493, 2011;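 active = inhibition at 20 µM, scaled to each plate's controls, above about 33%, limit read from the data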
Active calls of the source: *; i = inactive; · = no result given; + = active, no number. Compounds were not picked by outcome. Share with any hit: about 3.9%.

Screens in order: Neddyl block, MT1-MMP act inh, Rin1-Abl PPI inh, SKN-1 inh, NadD inh, MLLE-PAM2 inh, FAS TE block, CSN inh, Rpn11 inh
O=C(NCCNC(=O)c1ccc(-c2cc(Cl)ccc2Cl)o1)c1cnccn1
    i, 3, 0, 9, -4, -7, 4, 5, i
CCOC(=O)Cc1csc(NC(=O)CCSc2ccccc2)n1
    i, -5, 5, -6, -6, 4, 2, 0, i
CCC(CO)Oc1cc(NCc2ccncc2)c2ncn(C(C)C)c2c1 (stereo unspecified)
    i, 4, 3, 3, 5, 4, -8, -4, i
CCCc1cc(=O)[nH]c2nnc(SCC(=O)Nc3ccc4c(c3)OCCO4)n12
    i, 3, 0, 6, 8, -7, -4, -8, i
CCN1C[C@@H]2[C@@H]3C(=O)N(Cc4ccccc4)C(=O)[C@@H]3[C@](C)(C(=O)OC)N2C1=NC
    i, 1, 1, 4, 0, -4, -10, -1, i
CC1=CC(C)(C)N(C(=O)CSc2nnc(-c3ccccc3)o2)c2ccc(C)cc21
    i, -13, -1, 8, -4, -4, 31, -4, i
CC(Oc1ccc(Cl)cc1Cl)C(=O)NCCCCc1ccccc1 (stereo unspecified)
    i, -4, 1, 11, 4, 8, 35, 4, i
COc1ccc(-c2ccc(SCC(=O)NCc3ccco3)nn2)cc1
    i, -1, -3, 17, -6, 12, -4, -2, i
COCc1c(C(=O)OCc2nc(N)nc(Nc3ccccc3C)n2)oc2ccccc12
    i, 6, 2, -13, 5, -13, -2, -2, i
COc1ccc(CNC(=O)CN2C(=O)NC3(CCCCCC3)C2=O)cc1OC
    i, 2, 4, -4, 5, 11, -4, 5, i
COc1cccc(/C=N/Nc2ncnc(N)c2[N+](=O)[O-])c1OC
    i, 2, -4, 15, -6, 4, -14, 2, i
O=C(Cn1nc(C(F)(F)F)c2c1CCCC2)Nc1ccc2c(c1)OCO2
    i, 0, 0, 2, -9, -12, 9, -3, i
Cc1ccc2nc(C)c3c(c2c1)N(c1ccccc1)CC3
    i, 2, -5, 2, -5, 0, -2, 2, i
COC(=O)CCc1c[nH]c2ccc([N+](=O)[O-])cc12
    i, -1, 2, 1, -6, 14, -5, -3, i
O=C(C(NS(=O)(=O)c1cccc2nsnc12)c1ccccc1)N1CCN(c2ccccc2)CC1 (stereo unspecified)
    i, -1, -4, 21, 0, 21, 18, -1, i
O=C(NCc1ccco1)c1cc(-c2cccc(Cl)c2)on1
    i, 1, -3, 0, -11, -6, 5, -2, i
COc1cccc2c(=O)c3ccccc3oc12
    ·, -2, -3, 14, -1, 5, -6, 1, i
Cc1nn(-c2ccccc2)c(C)c1/C=N/NC(=O)c1cc(O)cc(O)c1
    i, 1, 2, 11, -1, -4, -6, -4, i
COc1ccc(CN2C(=O)c3cccnc3C2=O)cc1S(=O)(=O)N1CCOc2ccccc21
    i, -1, 2, 7, 1, 4, 6, -2, i
COc1ccc(-c2cc3nnc(-c4ccccc4)nc3s2)cc1
    i, 2, -4, 17, 6, -11, -6, 3, i
CN(C)CCNC(C(=O)Nc1cccc(S(=O)(=O)N2CCOCC2)c1)c1ccccc1 (stereo unspecified)
    i, 0, 3, -8, -1, -2, -7, -2, i
CCOC(=O)c1ccc(N2C(=O)CC(SCC(=O)Nc3ccc(S(N)(=O)=O)cc3)C2=O)cc1 (stereo unspecified)
    i, 0, 2, 16, 0, 32, -10, 6, i
N#CC(c1nc2ccccc2nc1N1CCCC1)S(=O)(=O)c1cccs1 (stereo unspecified)
    i, -40, 0, -3, 8, -3, -8, 15, i
Cc1nnc(NC(=O)C2CC(=O)N(c3ccccc3)C2)s1 (stereo unspecified)
    i, 0, 1, 2, -2, -11, -10, 1, i
COc1ccc2oc(C(=O)NCC(c3ccco3)N(C)C)c(C)c2c1 (stereo unspecified)
    +, 0, 40*, -8, 0, 3, -3, 2, i
COc1ccc(/C=N/NC(=O)c2ccc(Cn3cc([N+](=O)[O-])cn3)o2)c(OC)c1C
    i, 0, 0, -9, -4, 28, -8, 2, i
COC(=O)c1nnn(CC(=O)NC(=O)Nc2cccc(C)c2C)c1C(=O)OC
    i, 6, 1, 10, 1, 2, -5, 0, i
CNC(=O)CC12CC3CC(CC(C3)C1)C2
    i, -1, -1, 8, 2, 7, -5, -2, i
COC(=O)[C@]1(Cc2ccccc2)N[C@H](c2ccc(-c3cccc(Cl)c3)cc2)[C@@H]2C(=O)N(C)C(=O)[C@@H]21
    i, 4, 2, 2, 10, 0, 91*, -1, i
Cc1ccc(S(=O)(=O)Nc2nc3ccccc3s2)cc1[N+](=O)[O-]
    i, -7, 0, -5, 1, -5, 13, 5, i

Going on with the list.
Screens in order: Neddyl block, MT1-MMP act inh, Rin1-Abl PPI inh, SKN-1 inh, NadD inh, MLLE-PAM2 inh, FAS TE block, CSN inh, Rpn11 inh
Cc1ccsc1/C=N/N1CCOCC1
    i, -1, 1, -7, -3, -1, -10, -3, i
Oc1cccc2ccc(/C=C/c3c(F)cccc3Cl)nc12
    i, 4, -2, 3, 11, 1, 22, -16, i
COc1ccc(S(=O)(=O)N2CCCCCC2)cc1C(=O)N(CC(C)C)C1CCS(=O)(=O)C1 (stereo unspecified)
    i, 2, 5, 5, 0, -12, -6, 5, i
Cc1ccc([C@@H]2[C@@H]3C(=O)N(C)C(=O)[C@@H]3[C@]3(C)C(=O)N(Cc4ccccc4)CC(=O)N23)o1
    i, 0, 2, 0, 0, 9, -10, -2, i
O=C1N(Cc2ccccc2F)c2ccccc2C12OCCCO2
    i, 0, -4, 7, -6, -3, 3, 8, i
O=C(/C=C/c1ccccc1)N/C(=C\c1ccco1)C(=O)O
    i, -5, -1, 13, -1, 8, -3, -21, i
CSCCC(NC(=O)c1cc(S(=O)(=O)N2CCOCC2)ccc1F)c1nc2ccccc2[nH]1 (stereo unspecified)
    i, -3, 1, -13, 4, -8, 1, 0, i
Cc1ccnc(NC(=O)CCNC(=O)c2ccc(Cl)cc2)c1
    i, -2, 0, -12, 1, -9, -2, 2, i
CCn1c(=NC(=O)CSC(C)=O)sc2cc(OC)ccc21
    i, -1, 2, 15, 2, 6, -3, -2, i
Cc1ccc(N2CC(C(=O)Nc3nnc(SCCN4CCOCC4)s3)CC2=O)cc1C (stereo unspecified)
    i, 2, 4, -18, 3, -128, -4, 3, i
Cc1ccc(S(=O)(=O)N/N=C2/CC(=O)CC(C)(C)C2)cc1[N+](=O)[O-]
    i, -11, 0, -1, 9, 9, 1, 0, i
CCN(CC)S(=O)(=O)c1ccc(Oc2ccccc2)cc1
    i, 6, -2, -7, -6, -2, 18, 2, i
CC(=O)N=c1sc(C(C)(C)C)c(C)n1C
    i, 1, 2, -18, -3, 4, -6, -7, i
CC1CCC(NCc2ccco2)CC1 (stereo unspecified)
    i, 2, 0, -12, -3, 1, -18, 2, i
COc1ccc(C(=O)COC(=O)c2cc(=O)c3ccccc3o2)cc1
    i, -2, 5, -2, -5, 2, -4, 0, i
O=C(/C=C/c1ccco1)NC(=S)Nc1nc(-c2ccc3ccccc3c2)cs1
    i, -4, 1, 7, 30*, 5, 34, 8, i
CN(Cc1ccc(-n2cccn2)cc1)C(=O)c1cnn2c1NC(c1ccco1)CC2C(F)(F)F (stereo unspecified)
    i, -19, 0, -2, -4, -16, 13, 19, i
CCN1C(=O)N[C@@H](CCc2ccccc2)[C@@H](C(=O)OC)[C@H]1C
    i, 0, 1, 11, 1, -7, -6, -6, i
CC(=O)c1ccc(Nc2cc(C)nc3c(C)cccc23)cc1
    i, -7, 0, -2, -4, 3, 2, 3, i
COc1cccc(OC)c1C(=O)NCCN1CCN(C(=O)c2c(OC)cccc2OC)CC1
    i, 6, 6, 4, -1, -13, -2, -1, +
O=C(CNC(=O)N1CC(=O)Nc2ccccc21)Nc1nccs1
    i, -6, 2, -4, -3, 2, -2, 0, i
Cc1cc(NC(=O)CSc2nnc(-c3ccco3)n2CC2CCCO2)no1 (stereo unspecified)
    i, 1, -3, 17, -3, 4, -5, 5, i
Cc1cc(C(=O)NCCc2ccc(Cl)cc2)n(-c2ccccc2)n1
    i, 6, -3, 4, 2, 6, -1, 4, i
CCCCN(C(=O)c1ccc(Cl)c(S(=O)(=O)N2CCOCC2)c1)c1c(N)n(CCC)c(=O)[nH]c1=O
    i, -1, -4, -2, -4, 0, -6, 5, i
COc1ccc(C(CNC(=O)c2cccnc2SC)N2CCOCC2)cc1 (stereo unspecified)
    i, -4, -4, 1, 4, 11, 2, -1, i
O=C(Nc1ccc(O)cc1)c1ccc2c(c1)C(=O)N(Cc1ccccc1)C2=O
    i, -4, 4, -2, 2, -3, -20, -5, i
CCCn1c(=O)c2[nH]c(-c3ccc(OCC(=O)Nc4ccc(C#N)cc4)cc3)nc2n(CCC)c1=O
    i, -4, 0, 6, 6, -29, 1, 4, i
CC(=O)N(C(C)=O)c1ccc2c(c1)OCCO2
    i, -2, 3, 3, 1, 10, -3, 0, i

Three entries from above, as a markdown table.
| structure | Neddyl block | MT1-MMP act inh | Rin1-Abl PPI inh | SKN-1 inh | NadD inh | MLLE-PAM2 inh | FAS TE block | CSN inh | Rpn11 inh |
| --- | --- | --- | --- | --- | --- | --- | --- | --- | --- |
| O=C(CNC(=O)N1CC(=O)Nc2ccccc21)Nc1nccs1 | i | -6 | 2 | -4 | -3 | 2 | -2 | 0 | i |
| Cc1cc(NC(=O)CSc2nnc(-c3ccco3)n2CC2CCCO2)no1 (stereo unspecified) | i | 1 | -3 | 17 | -3 | 4 | -5 | 5 | i |
| Cc1cc(C(=O)NCCc2ccc(Cl)cc2)n(-c2ccccc2)n1 | i | 6 | -3 | 4 | 2 | 6 | -1 | 4 | i |
